Assay outcomes deposited in PubChem by National Center for Advancing Translational Sciences (NCATS).
ALOX12 inh: inhibitors of human 12S-lipoxygenase ALOX12. P18054. purified 12hLO, xylenol orange hydroperoxide absorbance. Potency, µM (highest dose often 108 µM), inactives show top-dose activity change, negative = inhibition, actives largely listed as inhibitors. hit rate 1.1% among 580,000. AID 1671190; further: on the % scale 0 is the no-effect control and ±100 the full control effect
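Hydroperoxide product was detected by ferrous iron/xylenol orange as the 573 to 405 nm absorbance ratio. Arachidonic acid at 40 uM (final) was turned over for 30 min at room temperature by 150 nM human 12hLO, pH 7.0 Hepes buffer, after 15 min compound preincubation.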
IDH1 R132H inh: inhibitors of human mutant IDH1 R132H. Potency, µM (top dose mostly 76.6 µM), inactives show top-dose activity change, negative = inhibition, most hits filed as inhibitors. IDH1-R132H enzyme, NADPH consumption, diaphorase/resazurin fluorescence. hit rate 0.093% among 390,000. AID 602179. O75874; further: on the % scale 0 is the no-effect control and ±100 the full control effect; nearly all actives have a fitted effect of over 65% in size
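IDH1-R132H (0.5 ug/mL dispensed) in pH 7.5 Tris buffer was preincubated 30 min with compound, then given a substrate mix of 0.016 mM NADPH and 2 mM alpha-KG for 80 min at room temperature; remaining NADPH was read by diaphorase/resazurin fluorescence.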
USP1 inh: inhibitors of human USP1/UAF1 deubiquitinase. AID 743255. hit rate 0.23% among 390,000. Potency, µM (highest dose often 57.1 µM), for inactives: at the top dose activity change, negative = inhibition, usual class: inhibitors. recombinant USP1/UAF1, Ub-Rhodamine cleavage fluorescence; further: on the % scale 0 is the no-effect control and ±100 the full control effect; nearly all actives have a fitted effect of over 60% in size; inactives centre near -12
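USP1/UAF1 complex (1 nM) preincubated 15 min at room temperature with compound, then Ub-Rho substrate (150 nM final) added. Kinetic fluorescence at 480/540 nm over 6 reads at 60 s intervals; 50 mM HEPES pH 7.8, 0.5 mM EDTA, 0.1 mg/ml BSA, 1 mM TCEP, 0.01% Tween-20.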
RGS4 inh: inhibitors of human regulator of G protein signaling 4 | Transcreener GDP fluorescence polarization, RGS4-accelerated GTP hydrolysis | hit rate 0.039% among 390,000 | Potency, µM (titrated, usually from 114 µM), inactives show at the top dose activity change, negative = inhibition, most hits filed as inhibitors | P49798; further: on the % scale 0 is the no-effect control and ±100 the full control effect; nearly all actives have a fitted effect of over 75% in size; some results filed as inactive show a strong effect at the top dose
Target sequence (P49798 whole entry, looked up): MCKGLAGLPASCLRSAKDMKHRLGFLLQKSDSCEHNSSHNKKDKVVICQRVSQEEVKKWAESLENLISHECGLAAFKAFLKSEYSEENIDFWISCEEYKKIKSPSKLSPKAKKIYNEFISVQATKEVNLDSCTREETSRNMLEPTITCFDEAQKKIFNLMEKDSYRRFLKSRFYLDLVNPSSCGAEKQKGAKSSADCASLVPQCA
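MLSMR compounds (23 nl, pin-transferred) preincubated 10 min at room temperature with a 500nM (2x) first reagent, then RGS4 at 900nM (2x) plus Transcreener GDP mix added; fluorescence polarization (620/688 nm) read before and after 90 min at 30 °C.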
Vif-APOBEC3F blk: blocks the Vif interaction with APOBEC3F | HeLa A3F-eYFP + Vif (tagged APOBEC3F with the HIV-1 protein that degrades it), YFP fluorescence increase | hit rate 0.2% among 390,000 | Potency, µM (series often up to 46.1 µM), without a hit: at the top dose activity, negative = active; further: % of control where 0% means no effect; nearly all actives have a fitted effect of over 65% in size
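HeLa cells stably expressing Vif plus C-terminally eYFP-tagged A3F were seeded, incubated overnight at 37 deg C, dosed with compound, incubated overnight again at 37 deg C. Yellow fluorescence (Ex 488/Em 500-530) reported blocked Vif-mediated A3F-eYFP degradation.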
RXFP1 agonist: activates the human relaxin receptor RXFP1. Q9HBX9. Potency, µM (series often up to 57.5 µM), for the others: at the highest dose activation, hits mostly activators. AID 2676. hit rate 0.3% among 370,000. HEK293T-RXFP1 cAMP TR-FRET, 30 min; response scale: percent of porcine relaxin response, buffer zero; further: on the % scale 0 is the no-effect control and ±100 the full control effect; nearly all actives have a fitted effect of over 60% in size; many of its hits are not listed in these tables
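HEK293T cells stably expressing RXFP1 were pretreated with the PDE4 inhibitor Ro 20174, exposed to compounds for 30 min at 37C, lysed, and cAMP was read by TR-FRET. Data normalized to buffer (basal) and 29 nM porcine relaxin (100%).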
TrxR1 substrate: substrates of rat thioredoxin reductase 1 | Potency, µM (highest dose often 114 µM), for inactives: at the highest dose activity change, negative = substrate turnover | hit rate 0.01% among 390,000 | AID 588456 | O89049 | purified TrxR1 substrate turnover, NADPH consumption readout; further: on the % scale 0 is the no-effect control and ±100 the full control effect; nearly all actives have a fitted effect of over 50% in size
Target sequence (O89049 whole entry, looked up): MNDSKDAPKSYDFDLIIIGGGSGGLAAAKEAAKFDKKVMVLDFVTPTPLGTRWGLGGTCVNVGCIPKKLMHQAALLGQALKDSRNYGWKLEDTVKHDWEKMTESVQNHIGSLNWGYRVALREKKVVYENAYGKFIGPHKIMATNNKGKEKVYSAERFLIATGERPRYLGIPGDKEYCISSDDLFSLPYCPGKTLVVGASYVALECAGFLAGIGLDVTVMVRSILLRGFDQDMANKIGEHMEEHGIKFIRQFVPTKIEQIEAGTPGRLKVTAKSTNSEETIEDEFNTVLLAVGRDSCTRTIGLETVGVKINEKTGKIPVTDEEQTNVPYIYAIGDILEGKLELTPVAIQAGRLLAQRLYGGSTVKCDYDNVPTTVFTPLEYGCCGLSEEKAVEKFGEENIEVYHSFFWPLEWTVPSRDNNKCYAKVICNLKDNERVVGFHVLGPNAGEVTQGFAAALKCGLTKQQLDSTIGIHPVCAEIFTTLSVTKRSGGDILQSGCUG
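Rat TrxR1, dispensed at 90 nM, was prereduced with 400 uM NADPH (final) for 5 min at ~22 deg C, then incubated with compound 15 min before 400 uM selenite. A first-read NADPH fluorescence drop versus no-compound background flagged substrates.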
Vif-A3G inh: blocks the Vif interaction with human APOBEC3G; HeLa A3G-eYFP + Vif (tagged APOBEC3G with the HIV-1 protein that degrades it), YFP fluorescence, overnight; Q9HC16; hit rate 0.076% among 410,000; Potency, µM (titrated, usually from 46.1 µM), inactives show at the top dose activity, negative = active, most hits filed as inhibitors;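 further: on the % scale 0 is the no-effect control and ±100 the full control effect; nearly all actives have a fitted effect of over 60% in size; hits raise eYFP signal because A3G escapes Vif-driven loss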
Target sequence (Q9HC16 whole entry, looked up): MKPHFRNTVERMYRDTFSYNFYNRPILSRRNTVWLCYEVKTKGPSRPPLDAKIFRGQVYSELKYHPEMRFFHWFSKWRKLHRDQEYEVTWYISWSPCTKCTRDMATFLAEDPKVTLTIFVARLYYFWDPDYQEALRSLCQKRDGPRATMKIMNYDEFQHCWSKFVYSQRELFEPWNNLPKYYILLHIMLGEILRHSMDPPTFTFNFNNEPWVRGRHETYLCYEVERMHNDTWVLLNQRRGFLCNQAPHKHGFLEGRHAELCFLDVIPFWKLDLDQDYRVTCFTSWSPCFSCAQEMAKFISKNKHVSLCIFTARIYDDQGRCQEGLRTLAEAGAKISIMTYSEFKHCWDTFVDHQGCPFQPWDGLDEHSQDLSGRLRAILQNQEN
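HeLa cells stably expressing Vif and C-terminally eYFP-tagged A3G, seeded overnight at 37 deg C, then exposed to compound by pintool overnight at 37 deg C. Rise in yellow fluorescence (Ex 488/Em 500-530, Acumen) marks blocked Vif-driven A3G degradation.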
rTrxR1 inhibitor: inhibitors of rat thioredoxin reductase 1. recombinant rTrxR1, NADPH fluorescence consumption, selenite substrate. hit rate 1% among 390,000. O89049. AID 588453. Potency, µM (highest dose often 114 µM), without a hit: top-dose activity change, negative = inhibition, hits mostly inhibitors; further: on the % scale 0 is the no-effect control and ±100 the full control effect; nearly all actives have a fitted effect of over 65% in size
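Rat TrxR1 (90 nM in the dispensed reagent) was pre-reduced with 400 uM NADPH for 5 min at room temperature, then incubated with compound for 15 min. After 400 uM selenite was added, NADPH fluorescence (Ex 340/Em 450 nm) was followed for 8 min.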
Active calls of the source: *; ? = inconclusive; . = not tested or not shown; & = joins results of further samples; [ ] = remark or other dose. The call rests on the fitted dose curve; in most records, active means well fitted curve in the direction sought with a large enough effect; inconclusive means small, poorly fitted or top-dose-only effect, or another doubt; inactive means no such curve, though single readings can be large; an effect the other way counts as inactive or inconclusive. Potency means the concentration at half of the fitted maximal effect. This is a subset. The share of hits here may be higher or lower than overall.

Field names: A = ALOX12 inh; B = IDH1 R132H inh; C = USP1 inh; D = RGS4 inh; E = Vif-APOBEC3F blk; F = RXFP1 agonist; G = TrxR1 substrate; H = Vif-A3G inh; I = rTrxR1 inhibitor
> CC(C)C(=O)N1CCC(c2nc(-c3ccc(S(=O)(=O)N4CCCC4)cc3)no2)CC1
  A: 4%	B: 12%	C: -8%	D: -8%	E: -5%	F: -0.8%	G: 5%	H: 1%	I: 5%
> NC(=O)c1sc2nc3c(c(-c4cccnc4)c2c1N)CCC3
  A: -15%	B: 2%	C: -7%	D: 11%	E: -8%	F: 4.1%	G: -3%	H: -2%	I: -11%
> NC(=S)N/N=C1\CC(c2ccc3c(c2)OCCCO3)Oc2ccc(F)cc21 (stereo not given)
  A: 6.3µM*	B: -5%	C: -19%	D: -45%	E: ?	F: -5.5%	G: -2%	H: 0%	I: -13%
> Cc1cc(Br)ccc1NC(=O)Cn1cc(S(=O)(=O)N2CCN(c3ccccc3F)CC2)c2ccccc2c1=O
  A: -25%	B: -2%	C: -17%	D: 14%	E: -9%	F: 5.4%	G: -5%	H: 5%	I: 6%
> CCCn1nc(Oc2nc(NCC)nc(NCC)n2)ccc1=O
  A: 0%	B: 1%	C: -4%	D: 8%	E: 2%	F: 3.8%	G: -5%	H: -8%	I: 1%
> O=C(Cc1ccc(Br)cc1)OCC(=O)c1ccc[nH]1
  A: -15%	B: 15%	C: -18%	D: -23%	E: 11%	F: .	G: 7%[57.1 µM]	H: 0%	I: 4%
> Cc1ccc(N(Cc2cccs2)C(=O)c2ccco2)cc1
  A: -20%	B: 4%	C: 1%	D: -19%	E: -12%	F: 0.2%	G: 3%	H: 1%	I: 18%
> Cc1cccc(N2CCN(C(=O)CN3CCOc4ccccc43)CC2C)c1 (stereo not given)
  A: ?	B: 1%	C: -20%	D: -5%	E: -8%	F: 0.2%	G: 4%	H: -1%	I: ?
> O=C(CSc1nnc(CNC(=O)c2ccccc2F)o1)NCCc1ccccc1
  A: 41%[activator][57.4 µM]	B: 5%	C: -12%	D: -16%	E: -4%	F: -0.9%	G: 5%	H: -3%	I: 11%
> C=Cc1ccc(COc2ccc3oc(-c4ccccc4)c(C(=O)OCC)c3c2)cc1
  A: ?	B: -11%	C: -11%	D: 1%	E: -1%	F: 7.4%	G: 133%[activator]	H: 2%	I: 76%[activator]
> CCOC(=O)N1CCC(n2c(SCC(=O)N3CCC(C)CC3)nc3ccccc3c2=O)CC1
  A: -5%	B: 1%	C: -13%	D: -8%	E: 4%	F: 5.7%	G: -8%	H: 0%	I: -7%
> CCN(CC)Cc1c(O)c(Cl)cc2c(C)c(C)c(=O)oc12
  A: -28%	B: 3%	C: 4%	D: -12%	E: -3%	F: 21%	G: .	H: 3%	I: -115%
> CCOC(=O)N1CCC(=NNS(=O)(=O)c2cccc([N+](=O)[O-])c2)CC1
  A: 22%	B: 5%	C: -5%	D: -24%	E: 3%	F: -0.8%	G: 3%	H: 1%	I: -7%
> O=C(N/N=C/c1cccs1)c1cc(-c2cccc3ccccc23)n[nH]1
  A: 0%	B: 4%	C: -22%	D: -39%	E: 1%	F: -3.2%	G: 4%	H: ?	I: 12%
> O=c1c(-c2c(O)cc(O)c3c(=O)cc(-c4ccc(O)cc4)oc23)c(-c2ccc(O)cc2)oc2cc(O)cc(O)c12
  A: ?	B: -3%	C: 3%	D: -9%	E: 3%	F: -1.6%	G: -12%	H: 0%	I: -15%
> O=C(C1CCN(S(=O)(=O)N2CCC3(CC2)OCCO3)CC1)N1CCc2ccccc2C1
  A: 12%	B: 9%	C: -14%	D: -19%	E: -5%	F: 0.4%	G: -3%	H: 0%	I: 5%
> OC(CC#CCN1CCCC1)(c1ccccc1)c1ccccc1
  A: ?	B: -2%	C: 7%	D: 16%	E: -13%	F: 4.7%	G: 1%[57.1 µM]	H: 2%	I: -21%[57.1 µM]
> CC(=O)C[C@H]1c2ccccc2S(=O)(=O)N1c1ccccc1
  A: -5%	B: -11%	C: ?	D: -4%	E: 3%	F: .	G: 9%&4%	H: -8%&-1%	I: 19%&23%
> Cc1cccc(C)c1NC(=O)CN(C)C(=O)c1cccc(NS(=O)(=O)c2ccccc2)c1
  A: 14%	B: 0%	C: 5%	D: 33%	E: -11%	F: 0.2%	G: -6%[57.1 µM]	H: -1%	I: -6%[57.1 µM]
> C=CCOC(=O)C(C#N)c1nc2ccccc2nc1N1CCN(c2ccccc2OCC)CC1 (stereo not given)
  A: ?	B: 3%	C: -3%	D: -13%	E: -7%	F: 2.1%	G: 1%	H: -8%	I: 14%
> O=C1CN(C(=O)/C=C/c2cc(Br)ccc2F)CCN1
  A: -6%	B: 8%	C: -17%	D: -1%	E: -10%	F: 6.4%	G: 0%	H: -1%	I: 7%
> Cc1cccc(NC(=O)C(C)N2C(=O)C3C4CC(C(Br)C4Br)C3C2=O)c1 (stereo not given)
  A: -10%	B: 8%	C: -26%	D: -27%	E: 0%	F: -0.7%	G: -4%	H: 1%	I: 10%
> CCOc1ccc(N/C=C\C(=O)c2ccc3c(c2)OCO3)cc1
  A: -13%	B: 8%	C: -3%	D: 2%	E: -11%	F: .	G: 10%	H: -1%	I: 16%
> O=C(CSCc1ccc(F)cc1)NCc1ccco1
  A: -25%	B: 3%	C: -14%	D: -16%	E: -3%	F: -1.0%	G: 0%	H: 0%	I: -15%
> COc1ccc(-c2c(C)n([O-])c(C)c(-c3ccccc3)[n+]2=O)cc1OC
  A: 0%	B: -1%	C: -3%	D: -4%	E: -3%	F: 2.1%	G: 8%[11.4 µM]	H: -3%	I: -1%[11.4 µM]

Continuation.
Field names: A = ALOX12 inh; B = IDH1 R132H inh; C = USP1 inh; D = RGS4 inh; E = Vif-APOBEC3F blk; F = RXFP1 agonist; G = TrxR1 substrate; H = Vif-A3G inh; I = rTrxR1 inhibitor
> COc1ccc(N2CC(C(=O)Nc3nc4ccc(F)cc4s3)CC2=O)c(OC)c1 (stereo not given)
  A: -8%	B: 3%	C: -13%	D: -10%	E: 0%	F: -2.2%	G: -10%	H: 2%	I: -7%
> Cc1ccccc1-c1nc(S(=O)(=O)c2ccc(Cl)cc2)c(NCCN2CCOCC2)o1
  A: -22%	B: 1%	C: -16%	D: 8%	E: -17%	F: 2.5%	G: 15%	H: 2%	I: 19%
> O=C1CN(C(=O)COC(=O)/C=C/c2ccco2)c2ccccc2N1
  A: -24%	B: -5%	C: -19%	D: -9%	E: ?	F: 1.6%	G: 4%[57.1 µM]	H: -1%	I: -23%
> CCCOc1ccc(-c2cccc(NS(=O)(=O)c3ccccc3)c2)nn1
  A: -3%	B: 15%	C: ?	D: -4%	E: 1%	F: 1.0%	G: 3%[57.1 µM]	H: 2%	I: 8%[57.1 µM]
> CCc1ccc(OCC(=O)Nc2cc(-c3nc4cc(C)ccc4o3)ccc2C)cc1
  A: -17%	B: -10%	C: -26%	D: 23%	E: 2%	F: 0.2%	G: 17%	H: 1%	I: 28%
> CCNC(=O)c1cnc2sc(N3CCC(C)CC3)nn2c1=O
  A: -16%	B: 0%	C: -14%	D: 5%	E: -2%	F: 15%	G: 50%[activator][57.1 µM]	H: 1%	I: 2%[57.1 µM]
> COc1cccc(-c2ccc(NC(=O)C3CCCN(Cc4cnc(N(C)C)s4)C3)cc2)c1 (stereo not given)
  A: -2%	B: -4%	C: -29%	D: 20%	E: 7%	F: -3.3%	G: -2%	H: -6%	I: 20%
> CCCN(C(=O)Cn1c(C(F)(F)F)nc2ccccc21)C1CCS(=O)(=O)C1 (stereo not given)
  A: 10%	B: 3%	C: -12%	D: -24%	E: -9%	F: -0.8%	G: -12%	H: -1%	I: -18%
> Nn1cnc2c([nH]c3ccccc32)c1=O
  A: 17%	B: -3%	C: -15%	D: 5%	E: -7%	F: -1.0%	G: 20%	H: -3%	I: 7%

An excerpt of these results, with each value named:
Cc1ccccc1-c1nc(S(=O)(=O)c2ccc(Cl)cc2)c(NCCN2CCOCC2)o1
  ALOX12 inh = -22%
  IDH1 R132H inh = 1%
  USP1 inh = -16%
  RGS4 inh = 8%
  Vif-APOBEC3F blk = -17%
  RXFP1 agonist = 2.5%
  TrxR1 substrate = 15%
  Vif-A3G inh = 2%
  rTrxR1 inhibitor = 19%

O=C1CN(C(=O)COC(=O)/C=C/c2ccco2)c2ccccc2N1
  ALOX12 inh = -24%
  IDH1 R132H inh = -5%
  USP1 inh = -19%
  RGS4 inh = -9%
  Vif-APOBEC3F blk = ?
  RXFP1 agonist = 1.6%
  TrxR1 substrate = 4%[57.1 µM]
  Vif-A3G inh = -1%
  rTrxR1 inhibitor = -23%

CCCOc1ccc(-c2cccc(NS(=O)(=O)c3ccccc3)c2)nn1
  ALOX12 inh = -3%
  IDH1 R132H inh = 15%
  USP1 inh = ?
  RGS4 inh = -4%
  Vif-APOBEC3F blk = 1%
  RXFP1 agonist = 1.0%
  TrxR1 substrate = 3%[57.1 µM]
  Vif-A3G inh = 2%
  rTrxR1 inhibitor = 8%[57.1 µM]
